Screens from PubChem.
m-calpain inh: inhibitors of pig calpain II, primary screen, biochemical, fluorogenic peptide substrate, 1536-well; inhibition, % at 16 µM; purified calpain II, 30 min; 0.37% of 220,000 active;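 active means inhibition above about 50%, limit read from the data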
Rad51 HR inh: human RAD51 strand exchange inhibitors, primary screen, biochemical, fluorescence. DNA repair protein RAD51 homolog 1 (Homo sapiens), Q06609. hRad51 DNA strand exchange, fluorescence dequenching. 0.085% of 200,000 active. inhibition, % at 10 µM;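 active means inhibition above 40% at the single screening dose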;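 further: 0% = DMSO control wells and 100% = blanks with heterologous ssDNA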
Target sequence (Q06609 whole entry, looked up): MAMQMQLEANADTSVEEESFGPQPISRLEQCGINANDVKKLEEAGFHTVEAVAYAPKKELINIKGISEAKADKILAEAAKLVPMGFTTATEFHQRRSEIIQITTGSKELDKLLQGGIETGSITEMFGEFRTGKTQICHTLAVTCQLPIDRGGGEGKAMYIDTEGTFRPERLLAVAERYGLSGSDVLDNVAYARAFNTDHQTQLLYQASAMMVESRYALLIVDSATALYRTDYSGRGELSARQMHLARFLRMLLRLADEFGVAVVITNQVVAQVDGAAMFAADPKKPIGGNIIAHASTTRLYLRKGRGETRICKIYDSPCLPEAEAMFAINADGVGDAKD
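material = hRad51 filaments on single-stranded DNA | reagent = Donor/quencher-labelled 47-bp dsDNA substrate | compound = 10 µM final, single point | schedule = strand-exchange reaction 15 min at room temperature | measured by = fluorescein emission 520 nm, excitation 485 nm | read-out basis = % inhibition versus plate control and blank means | benchmarks = plate controls and plate blanks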
TNF necrop inh: inhibitors of TNF-alpha triggered necroptosis, primary screen, cell-based, Jurkat FADD-/-, single concentration; Jurkat FADD-/- TNF necroptosis rescue, ATP luminescence, 24 h; 0 = TNF only, 100 = no-TNF cells; activation (protection from cell death), % at 10 µM; 0.068% of 220,000 active; AID 463075, 2010;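 active means activation, meaning protection from cell death, of at least 50% relative to plate controls; inactive means activation below 50%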;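 further: necroptosis triggered by 40 ng/mL TNF-alpha added together with compound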
PERK inh: block of dimerizer-induced PERK translation repression, primary screen, PERK inhibitor project, CHO PERK-DD cells, SEAP luminescence, HTS; Eukaryotic translation initiation factor 2-alpha kinase 3 (Homo sapiens), Q9NZJ5; inhibition, % at 5.6 µM; CHO PERK-DD fusion, SEAP luminescence translation reporter; 0.17% of 220,000 active; AID 1416, 2008;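 active means inhibition above the mean inhibition of all tested compounds plus 3 SD, set separately per screening campaign, cut at about 2.9% in these data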;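 further: PERK kinase domain activated by AP20187 dimerizer at 100 nM; 0% = DMSO with dimerizer and 100% = rapamycin at 8.4 µM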
eIF4E-4G inh: eIF4E–eIF4G protein interaction inhibitors, primary screen, biochemical, uHTS, TR-FRET, eIF4GI fragment; Eukaryotic translation initiation factor 4E (Mus musculus) + Eukaryotic translation …; TR-FRET eIF4E-eIF4GI(517-606) binding, 2 h; inhibition, % at 21.7 µM; 0.37% of 220,000 active; AID 782, 2007;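 active means inhibition above about 30%, limit read from the data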;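 further: 0% = full FRET control wells and 100% = background wells lacking eIF4GI fragment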
Cl transport mod: KCC2 cotransporter modulators, thallium flux, primary screen, cell-based, HEK293 KCC2, FluoZin-2 fluorescence, MLSMR. Solute carrier family 12 member 5 (Homo sapiens), Q9H2X9. 2.2% of 190,000 active. AID 1456, 2008. KCC2 cells, thallium flux FluoZin-2 fluorescence. B-score of Tl+ flux slope (higher = more flux/activation; lower = inhibition) at 10 µM;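 active means thallium flux slope and its plate-corrected score both differing from the plate sample mean at a set confidence after two filtering rounds, in either direction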;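 further: slope of fluorescence scaled to starting intensity during 10 to 20 s after thallium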
L929 necroptosis: inhibitors of zVAD-triggered necroptosis, primary screen, L929 cells. L929 zVAD necroptosis rescue, ATP luminescence, 24 h; with zVAD 60 µM. 0.38% of 220,000 active. viability rescue, % at 10 µM;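 active means activation, scaled between plate controls, above about 75%, limit read from the data; inactive means activation under that limit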;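 further: 0% = zVAD with DMSO and 100% = DMSO alone without zVAD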
MDM2 E3 inh: MDM2-luciferase reporter signal enhancers, primary screen, MDM2 E3 ligase inhibitor project, cell-based, luminescence, 1536-well. cell-based MDM2 ubiquitination luciferase reporter, 2 h; 0 = plate control, 100 = twice control, blank-subtracted. signal enhancement, % at 5 µM. 0.11% of 210,000 active. AID 1230, 2008;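 active means signal enhancement of 30% or more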;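 further: luminescence tracks abundance of the self-degrading MDM2-luciferase fusion protein; higher signal means inhibition of MDM2 E3 ligase activity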
Target sequence (Q00987 whole entry, looked up, the tested form may be a part): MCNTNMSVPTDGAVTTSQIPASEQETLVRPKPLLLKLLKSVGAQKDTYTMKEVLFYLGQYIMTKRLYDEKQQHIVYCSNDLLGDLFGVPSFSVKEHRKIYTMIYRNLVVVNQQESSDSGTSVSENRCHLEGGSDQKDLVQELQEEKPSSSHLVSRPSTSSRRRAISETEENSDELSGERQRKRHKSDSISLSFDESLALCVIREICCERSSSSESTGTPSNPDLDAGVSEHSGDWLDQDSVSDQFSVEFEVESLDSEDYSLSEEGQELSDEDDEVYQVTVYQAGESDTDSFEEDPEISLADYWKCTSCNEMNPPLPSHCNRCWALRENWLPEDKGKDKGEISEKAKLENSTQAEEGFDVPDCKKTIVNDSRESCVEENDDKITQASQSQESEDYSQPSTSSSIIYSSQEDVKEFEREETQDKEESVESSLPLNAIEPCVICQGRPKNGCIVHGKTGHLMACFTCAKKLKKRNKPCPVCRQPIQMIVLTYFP
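Test system: mammalian cells stably expressing self-ubiquitinating, self-degrading MDM2 E3–luciferase fusion; Amount: 2000 cells in each well; Medium: DMEM; Schedule: 4 h settle plus 2 h compound, 37 °C; Technique: SteadyLite luciferase luminescence after 15 min room-temperature reagent incubation; Benchmarks: plate control and blank wells.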
EBV gp42 block: Epstein-Barr virus gp42 inhibitors, primary screen, biochemical, uHTS, fluorescence polarization; inhibition, % (tested at 21.74 µM); 0.42% of 220,000 active; Glycoprotein 42 (Epstein-Barr virus (strain AG876)), Q1HVG2; Fluorescence polarization binding assay, mP read-out; in the data active means inhibition above about 50%
Target sequence (Q1HVG2 whole entry, looked up): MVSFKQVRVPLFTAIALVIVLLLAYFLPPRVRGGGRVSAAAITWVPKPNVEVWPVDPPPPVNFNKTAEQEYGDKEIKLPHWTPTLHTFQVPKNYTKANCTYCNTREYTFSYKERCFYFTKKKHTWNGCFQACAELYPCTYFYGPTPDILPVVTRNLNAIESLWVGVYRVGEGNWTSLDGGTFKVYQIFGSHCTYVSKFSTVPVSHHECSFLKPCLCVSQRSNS
* = called active by the depositor; · = no result given; [ ] = remark or other dose.

SMILES | m-calpain inh | Rad51 HR inh | TNF necrop inh | PERK inh | eIF4E-4G inh | Cl transport mod | L929 necroptosis | MDM2 E3 inh | EBV gp42 block
CCC(=O)Nc1nc2ccc(S(C)(=O)=O)cc2s1 | 33 | -7 | -6.0 | -0.3 | 5 | 0.82 | 63 | -21 | -7
Cc1ccc(NC(=O)CO/N=C/c2ccc(N(C)C)cc2)cc1 | 0 | · | 4.0 | 0.5 | -5 | -1.8 | 0.4 | · | -56
C#CCOCCOCCOCCNc1nc(N2CCN(C(=O)[C@H](Cc3cc4ccccc4[nH]3)n3cc([C@@H](N)C(C)CC)nn3)CC2)nc(N2CCN(C(=O)[C@H](CCCCN)n3cc([C@@H](N)CC(C)C)nn3)CC2)n1 (some centres undefined) | -65 | 8 | 0.0 | 1.3 | -3 | 0.31 | -0.5 | · | -15
Cc1ccc(CSc2nc3c(c(SCC(=O)O)n2)CCCC3)cc1 | -3 | 3 | -1.5 | -0.3 | 1 | · | 0.2 | -3 | -18
COc1cc(C(=O)NCc2ccc(C)cc2)ccc1OCc1c(C)noc1C | -24 | -2 | 0.4 | -0.5 | -2 | -0.2 | 1.4 | -9 | -95
CC(C)OC(=O)CSc1nnc(CNc2nc(-c3ccccc3)cs2)n1C | -18 | · | 1.7 | -0.4 | 3 | · | 2.0 | -3 | -22
O=C(C1Cc2ccccc2CN1S(=O)(=O)c1ccc(F)cc1)N1CCOCC1 (centres undefined) | -7 | · | -1.0 | -2.2 | 1[fluorescence artefact?] | · | 0.3 | -17 | -9
CCOC(=O)C1=C(O)/C(=C/c2ccccn2)SC1=Nc1ccc(Cl)cc1 | -17 | 16 | -1.2 | -0.3 | 7[fluorescence artefact?] | 0.16 | · | -1 | 2
O=C(Nc1ccc(NC(=O)c2ccco2)cc1)c1cnccn1 | 20 | -1 | -1.5 | -0.3 | 2 | · | 1.2 | 19 | -10
O=C(CSCc1ccccn1)Nc1ccccc1 | -22 | 1 | 0.9 | 0.3 | 4[fluorescence artefact?] | 0.51 | 0.6 | -11 | -12
CCC(=O)NC(=S)Nc1ccc(OC)cc1OC | -2 | 8 | 2.5 | 0.1 | -2 | -0.04 | 1.1 | -8 | -2
CCN(CC)C(=O)C(=O)c1cn(CC(=O)NCC2CCCO2)c2ccccc12 (centres undefined) | -14 | 16 | 0.6 | 1.2 | 0 | -0.78 | 1.1 | -5 | -9
COC(=O)c1cc(NC(=O)c2cccc(C(F)(F)F)c2)c(=O)oc1C/C=N/OCc1cccc(Cl)c1Cl | 10 | -11 | 1.3 | 0.3 | · | -0.89 | 0.1 | -9 | -139
Fc1ccccc1CNc1ccc(Cl)c(Cl)c1 | 32 | 8 | 13 | -0.9 | -1 | -0.51 | 0.5 | -6 | -2
Cc1cc(OCC(=O)OCC(=O)Nc2cc(C(F)(F)F)ccc2N2CCOCC2)ccc1Cl | -7 | 1 | 0.7 | 1.0 | -6 | 0.89 | -0.2 | -7 | -2
Cc1[nH]c(=O)[nH]c(=O)c1/C=N/NC(=O)[C@@H](NC(=O)OC(C)(C)C)C(C)C | 0 | -9 | -2.4 | 1.4 | 4 | · | -0.3 | -16 | 1
CCOc1ccc(CN2CCCC(CNC(=O)c3ccc(F)cc3)C2)cc1CO (centres undefined) | -5 | 4 | 2.7 | 0.5 | -6 | -0.37 | -0.6 | 7 | -13
CCCc1nc(SCC(=O)N2CCC(C)CC2)c2c(=O)n(C)c(=O)n(C)c2n1 | 11 | · | -5.9 | 0.2 | -3 | -0.0071 | -0.7 | -16 | -9
O=[N+]([O-])c1cc(C(F)(F)F)ccc1NCCCCNS(=O)(=O)c1ccc2ccccc2c1 | -28 | 7 | -2.8 | -0.6 | -1 | 0.01 | 0.0 | -14 | -15
OC(CCN1CCCCC1)(c1ccccc1)C1CCCCC1 (centres undefined) | 1 | 0 | 3.5 | -1.4 | 2 | -0.24 | 0.6 | · | -3
CCOc1ccc(N(CC(=O)NCCSc2ccccn2)S(C)(=O)=O)cc1 | -22 | -3 | -3.1 | 0.2 | 6 | 0.2 | 0.3 | -15 | -11
CC(C)(C)NS(=O)(=O)c1cc(C(=O)Nc2sccc2C#N)ccc1Cl | 18 | -33 | 0.7 | -0.2 | -6[fluorescence artefact?] | -1.1 | 1.2 | -10 | -22
CCOC(=O)C1=NNC2(c3ccc(C)cc3)C(=O)N(c3ccccc3)C(=O)C12 (centres undefined) | 3 | 5 | 0.9 | 0.9 | 1 | · | -0.5 | -13 | -10
Cc1ccc(NC(=O)c2cccs2)cc1NC(=O)c1ccco1 | -25 | -7 | 3.1 | -0.4 | -3 | · | 1.1 | 2 | -5
Cc1cc(C)cc(NC(=S)Nc2ccc3cn[nH]c3c2)c1 | -2 | 12 | 3.7 | 0.6 | 18 | -0.068 | 2.4 | 3 | -11
CCOC(=O)c1cc(NC(=O)c2ccc(C)cc2)c(=O)oc1C(F)(F)F | -1 | · | 0.2 | 0.4 | -5 | 0.68 | 0.6 | -9 | 5
Cn1c(/C=N/Nc2nc3ccccc3[nH]2)nc2ccccc21 | 30 | -14 | -5.5 | -1.3 | -3 | -2 | 4.5 | -33 | 1
CC(c1ccco1)N(C(=O)COc1ccc(Cl)cc1)c1ccccn1 (centres undefined) | 8 | 2 | -4.4 | 0.6 | 7 | -0.27 | -0.5 | -12 | -27
COc1ccc(C2SCCN2S(=O)(=O)c2ccc(NC(C)=O)cc2)cc1 (centres undefined) | -42 | -2 | 0.2 | -1.3 | -8 | · | -0.3 | -5 | 2
Cc1ccc(SCC(=O)Nc2nccs2)cc1 | -18 | -21 | 3.2 | 1.4 | -2 | 0.5 | 1.2 | -17 | -11
CC(C)CCC1CC(CSC(=N)N)OC1=O (centres undefined) | 18 | -4 | -3.1 | 0.8 | 5 | -0.52 | -0.1 | -12 | -6
COC(=O)c1ccccc1S(=O)(=O)N1CCC(C(=O)OC(C)C(=O)NC(N)=O)CC1 (centres undefined) | -28 | -16 | 1.6 | -0.4 | -1 | 0.48 | 2.7 | -14 | -9
O=c1c(C=NCC2CCCO2)c(-c2ccccc2)[nH]n1-c1ccc([N+](=O)[O-])cc1 (centres undefined) | -10 | · | 2.6 | 1.6 | 3 | -0.058 | 0.6 | -17 | -13
COc1ccc(NC(=O)C2OCCc3ccccc32)c(OC)c1 (centres undefined) | -3 | · | -0.1 | -0.3 | 1 | -0.68 | -0.7 | 9 | -8
CCc1nc(NCCN2CCOCC2)c(C#N)c2c1CCCC2 | -2 | -1 | 1.0 | -2.0 | 2 | -1.1 | -0.5 | 9 | -11
CC(C)(CNC(=O)c1ccc([N+](=O)[O-])c(Cl)c1)CNC(=O)c1ccc([N+](=O)[O-])c(Cl)c1 | 1 | · | -18 | 0.4 | 0 | -0.9 | -0.4 | -16 | -18
O=C(Nc1ccc2c(c1)oc1ccccc12)C1CC1 | -32 | 6 | -1.1 | 1.3 | 5 | -0.051 | 1.0 | -9 | -16
O=C1c2ccccc2C(=O)N1CCCSc1nc2ccccc2o1 | -5 | -2 | -0.7 | -0.4 | · | · | 0.1 | -12 | 12
Cc1ccc2nc(-c3ccccn3)c(Nc3ccccc3C)n2c1 | 17 | -9 | -4.3 | -1.7 | 0 | -0.059 | 2.3 | -4 | 14
Cc1[nH]n(-c2ccc([N+](=O)[O-])cc2)c(=O)c1C=NCCc1ccc(S(N)(=O)=O)cc1 | -28 | -3 | -6.1 | 0.5 | -4 | 0.6 | -2.6 | 3 | -6
CC(NC(=O)c1cc(=O)[nH]c2ccc(Br)cc12)c1ccccc1 (centres undefined) | -13 | 0 | 0.5 | -0.2 | 2 | 0.019 | 0.5 | -3 | -1
Cc1cccc(NC(=O)CCC(=O)N/N=C/c2cc([N+](=O)[O-])ccc2O)c1 | 31 | 1 | -2.9 | -0.1 | -3 | -2 | 0.1 | -13 | 5
CCCCn1c(=O)[nH]c(=O)c2c1nc(-c1ccc(OCCC)c(OCC)c1)n2CCOC | -262 | -15 | 1.3 | -0.6 | 0 | -1.4 | 1.4 | 1 | -16
O=C(COC(=O)c1ccc(-c2ccc([N+](=O)[O-])cc2)o1)NC(=O)NC1CCCCC1 | 17 | 5 | 0.6 | 0.7 | 3[fluorescence artefact?] | -0.91 | 1.5 | -8 | -16
Cc1ccc(-c2ccc(C(=O)O)o2)cc1Cl | 5 | 24 | 2.7 | 1.0 | -3 | -0.31 | 1.5 | -16 | -14
Cc1cc(CN2C(=O)c3ccccc3C2=O)cc(N2CCOCC2)c1 | 29 | -2 | -0.2 | -1.5 | -5 | · | 0.5 | -11 | -11
COc1ccc(C(=O)O)cc1S(=O)(=O)NC(C)C | 13 | · | 0.9 | 0.9 | -1 | 0.058 | 0.2 | -6 | 9
CCc1nnc(N/N=C/c2c(C)[nH]c3ccccc23)n1N | 11 | 10 | 2.2 | -0.5 | 4 | 0.18 | 2.1 | -6 | -6

The final 4 entries of the part before lead into the next:
SMILES | m-calpain inh | Rad51 HR inh | TNF necrop inh | PERK inh | eIF4E-4G inh | Cl transport mod | L929 necroptosis | MDM2 E3 inh | EBV gp42 block
Cc1ccc(-c2ccc(C(=O)O)o2)cc1Cl | 5 | 24 | 2.7 | 1.0 | -3 | -0.31 | 1.5 | -16 | -14
Cc1cc(CN2C(=O)c3ccccc3C2=O)cc(N2CCOCC2)c1 | 29 | -2 | -0.2 | -1.5 | -5 | · | 0.5 | -11 | -11
COc1ccc(C(=O)O)cc1S(=O)(=O)NC(C)C | 13 | · | 0.9 | 0.9 | -1 | 0.058 | 0.2 | -6 | 9
CCc1nnc(N/N=C/c2c(C)[nH]c3ccccc23)n1N | 11 | 10 | 2.2 | -0.5 | 4 | 0.18 | 2.1 | -6 | -6
CCC(=O)Nc1nnc(SCC(=O)N2c3ccccc3CC2C)s1 (centres undefined) | 10 | -3 | -2.0 | -0.6 | -1 | -0.83 | -0.5 | · | -9
CC(C)CSc1nnc2c(n1)[nH]c1ccccc12 | 3 | -3 | -4.0 | 0.8 | -1[fluorescence artefact?] | 0.014 | 0.6 | -2 | -8
O=C(COC(=O)CCc1ccccc1)NC12CC3CC(CC(C3)C1)C2 | 50* | 7 | -1.2 | -0.8 | 5 | 0.057 | -0.4 | -13 | 4
CCc1ccc(N(C2C=CS(=O)(=O)C2)S(=O)(=O)c2ccccc2)cc1 (centres undefined) | -2 | 6 | 2.0 | 0.1 | 7[fluorescence artefact?] | 0.013 | -0.3 | -12 | -13
